High-throughput results from PubChem BioAssay.
Tau FP inhib – blocks human tau fibril formation measured by polarization; P10636; K18 P301L tau heparin fibrillization, Alexa594 FP, 6 h; Potency, µM (series often up to 57.7 µM), inactives show at the highest dose activity, negative = inhibition, most hits filed as inhibitors; 280,000 compounds, 0.39% hits; AID 1468; note: nearly all actives have a fitted effect of over 55% in size
Target sequence (P10636 561-689 P618L limits assumed): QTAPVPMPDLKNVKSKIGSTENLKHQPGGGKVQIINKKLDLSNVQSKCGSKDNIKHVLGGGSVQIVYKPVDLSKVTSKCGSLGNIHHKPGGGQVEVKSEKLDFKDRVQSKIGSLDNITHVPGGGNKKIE
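Quantitative HTS format: compounds meet 15 uM recombinant K18 P301L tau and Alexa 594-tau tracer in 100 mM sodium acetate pH 7; 20 uM heparin triggers fibrillization at 37 C over 6 hr; FP gives the signal.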
Tau fluor counter – counter-screen for tau fibril formation inhibitors | tau K18 P301L Alexa594 fluorescence, heparin fibrillization | Potency, µM (highest dose often 57.7 µM), for the others: top-dose activity change, negative = decrease | 280,000 compounds, 0.93% hits; note: nearly all actives have a fitted effect of over 55% in size
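Human tau K18 P301L (15 uM unlabeled, 0.24 uM Alexa 594-labeled) in 100 mM sodium acetate pH 7 with 20 uM heparin, 6 hr at 37 C. ThT 30 uM added, 1 hr ambient; Alexa 594 FP and total fluorescence read at 555/632 nm.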
GLA spleen mod – inhibitors or activators of human alpha-galactosidase in spleen homogenate; 240,000 compounds, 0.008% hits; Potency, µM (titrated, usually from 80 µM), inactives show top-dose activity change, negative = inhibition, hits mostly inhibitors; human spleen homogenate, 4MU-alpha-Gal fluorescence, 40 min; P06280;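 note: 0% = enzyme with vehicle and -100% = no enzyme basal signal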
Target sequence (P06280 32-429 limits assumed): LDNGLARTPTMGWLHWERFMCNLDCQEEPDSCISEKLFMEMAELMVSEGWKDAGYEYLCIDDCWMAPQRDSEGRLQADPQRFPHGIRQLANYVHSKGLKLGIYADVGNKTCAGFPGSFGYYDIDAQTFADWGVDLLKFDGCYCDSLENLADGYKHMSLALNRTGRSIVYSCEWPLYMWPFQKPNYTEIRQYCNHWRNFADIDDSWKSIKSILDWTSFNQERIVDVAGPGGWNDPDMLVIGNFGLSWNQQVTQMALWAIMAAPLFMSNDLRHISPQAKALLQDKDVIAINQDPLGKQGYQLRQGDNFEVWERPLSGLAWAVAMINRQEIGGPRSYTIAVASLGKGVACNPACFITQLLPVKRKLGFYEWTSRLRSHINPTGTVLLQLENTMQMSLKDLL
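Human spleen homogenate (1 ug) as enzyme source, 4-methylumbelliferyl-alpha-D-galactopyranoside 1 mM final, citrate/phosphate pH 5.0 with 0.01% Tween-20. Compounds 40 min at 37C, NaOH/glycine stop; fluorescence Ex 365/Em 440, Hill-fit AC50.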
TR SRC2 fluor cs – alters Texas Red total fluorescence, flagging assay interference; 280,000 compounds, 0.29% hits; AID 1479; TRb/SRC2 Texas Red total fluorescence interference; Potency, µM (highest dose often 106 µM), for the others: at the highest dose fluorescence change, negative = quenching; active = well fitted curve in either direction with a large enough effect; inconclusive = small, poorly fitted or top-dose-only effect
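Flags fluorescent or light-absorbing compounds by total fluorescence, S + 2P, at 555 nm excitation and 632 nm emission. Mixture: 20 nM Texas Red SRC2 peptide, 0.6 uM human TRb LBD, 1 uM T3, 5% DMSO; compound exposure 5 h at ambient temperature.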
Tau fibril ThT – tau fibrillization inhibition (ThT binding); P10636; Potency, µM (series often up to 57.4 µM), for the others: at the highest dose activity, negative = inhibition, usual class: inhibitors; 270,000 compounds, 2.1% hits; recombinant tau K18 P301L (four-repeat tau fragment), heparin-induced fibrillization, ThT fluorescence; note: nearly all actives have a fitted effect of over 55% in size
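Aggregation was driven by heparin (20 uM final) acting on recombinant tau […] bearing P301L in 100 mM sodium acetate pH 7; fibrils were detected with Thioflavin T.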
L3MBTL1 inh – inhibitors of human L3MBTL1 | Potency, µM (highest dose often 57.1 µM), inactives show top-dose activity, negative = inhibition, actives largely listed as inhibitors | Q9Y468 | 230,000 compounds, 0.66% hits | AlphaScreen L3MBTL1–H3K9me1 peptide binding; note: nearly all actives have a fitted effect of over 60% in size
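Displacement of a biotinylated histone H3(1-15) peptide monomethylated at Lys9 (75 nM) from L3MBTL1 (50 nM) was measured by AlphaScreen after a 30 min room-temperature compound incubation; cefsulodin titration served as intraplate control.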
TRb SRC2 PPI – TRbeta-SRC2 interaction inhibition | Potency, µM (series often up to 106 µM), for the others: at the top dose activity change, negative = inhibition, actives largely listed as inhibitors | P10828 | TRbeta-SRC2 peptide binding, fluorescence polarization; receptor liganded with 1 µM T3 | 280,000 compounds, 0.065% hits;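 note: plate controls were bound peptide for no effect and peptide without receptor for full effect; nearly all actives have a fitted effect of over 50% in size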
Target sequence (P10828 whole entry, looked up): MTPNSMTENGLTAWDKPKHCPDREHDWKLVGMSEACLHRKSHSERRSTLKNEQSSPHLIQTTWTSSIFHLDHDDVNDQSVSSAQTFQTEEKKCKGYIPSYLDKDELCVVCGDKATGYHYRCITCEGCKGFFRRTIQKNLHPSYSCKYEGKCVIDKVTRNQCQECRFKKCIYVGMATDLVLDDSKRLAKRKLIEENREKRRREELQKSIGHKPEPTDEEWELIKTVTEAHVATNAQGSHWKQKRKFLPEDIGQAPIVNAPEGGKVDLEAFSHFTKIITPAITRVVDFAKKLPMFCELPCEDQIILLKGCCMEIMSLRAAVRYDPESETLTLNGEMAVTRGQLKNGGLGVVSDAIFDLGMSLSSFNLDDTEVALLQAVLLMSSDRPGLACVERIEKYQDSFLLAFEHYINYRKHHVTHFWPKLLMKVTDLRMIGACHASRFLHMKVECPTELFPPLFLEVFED
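Compounds were added to 0.6 uM TRb ligand-binding domain and 20 nM Texas Red-labeled SRC2 peptide in Tris buffer containing 1 uM T3, incubated 5 hr at ambient temperature, then read by fluorescence polarization.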
ALDH1A1 inh – ALDH1A1 (human) enzyme inhibition. AID 1030. Potency, µM (doses to about 75.3 µM), inactives show at the top dose activity, negative = inhibition, usual class: inhibitors. 220,000 compounds, 7.3% hits. P00352. Purified ALDH1A1, NADH fluorescence, propionaldehyde substrate; active = well fitted inhibition curve with a large enough effect, not every such curve was filed as active; inconclusive = small, poorly fitted or top-dose-only effect, or another doubt; inactive = no such curve, though single readings can be large or run the other way;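 note: plate controls were no enzyme wells and a reference inhibitor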
* = called active by the depositor; ? = inconclusive; / = not tested or not shown; [ ] = remark or other dose. Unless noted, calls come from the whole dose curve; as a rule, active = well fitted curve in the direction sought with a large enough effect; inconclusive = small, poorly fitted or top-dose-only effect, or another doubt; inactive = no such curve, though single readings can be large; an effect the other way counts as inactive or inconclusive. Unless noted, % is set by controls: 0 for no effect and ±100 for the full control effect; potency is the fitted concentration of half-maximal effect.

SMILES	Tau FP inhib	Tau fluor counter	GLA spleen mod	TR SRC2 fluor cs	Tau fibril ThT	L3MBTL1 inh	TRb SRC2 PPI	ALDH1A1 inh
COc1ccccc1NC(=S)Nc1ccccc1F	12%	0%	0%	1%	2%	-3%	3%	-2%
NC(=O)c1c(NC(=S)Nc2ccccc2)sc2c1CCCC2	8%	?	-3%	0%	?	-4%	-5%	7.9µM*
Cc1ccc(N/N=C/c2ccc3c(c2)OCCO3)cc1Cl	3%	9%	1%	2%	8%	23%	-19%	13µM*
Cc1cc(C)c(S(=O)(=O)Nc2cc(SCC(=O)O)c(O)c3ccccc23)cc1C	25µM*	?	2%	-3%	13µM*	?	-17%	?
c1ccc(CCCNc2ncnc3nc[nH]c23)cc1	6%	-4%	-4%	0%	-4%	22%	-5%	-3%
CC1=Nc2nc(N3CCCCC3)c(C#N)c3c4c(nc(c23)N1)N(c1ccc(C(C)C)cc1)C(=O)C4	?	-30%	-15%	-1%[53 µM]	13µM*	-1%	-7%[53 µM]	?
Cc1ccc(N/N=C/c2cccnc2)cc1	7%	?	-6%	1%	?	-15%	0%	?
CC(C)NC(=S)Nc1ccc2[nH]c(=O)[nH]c2c1	0%	-3%	-5%	-7%	-12%	2%	-3%	-14%
O=C1OCCC1Sc1nc2cc(Cl)ccc2n1Cc1ccccc1 (stereo unspecified)	-3%	-27%	-6%	1%	-17%	-4%	-19%	25µM*
Cc1nn(CC(O)c2ccccc2)c(C)c1Br (stereo unspecified)	2%	-7%	9%	-2%	-11%	/	-9%	18µM*
C=CCN(C(=O)CCC(=O)O)C1CC(=O)N(c2ccc(OC)cc2)C1=O (stereo unspecified)	10%	15%	7%	-2%	3%	0%[11.4 µM]	2%	6%
COc1ccc(C(=O)CCC(=O)Nc2ccccc2C)cc1	6%	-14%	/	?	-17%	/	-9%	/
COC(CNC(=O)Cc1c(C)nc2c(-c3ccccc3)c(C)nn2c1C)OC	2%	8%	3%	-1%	6%	/	3%	0%
CNc1ncnc2ccc(-c3ccccc3OC)cc12	-8%	-8%	-3%	-5%	-1%	/	0%	?
CCC(=O)OCc1c(C(F)(F)F)nn(C)c1Sc1ccc(F)cc1	-6%	-17%	1%	-4%	-4%	22%	0%	-1%
COc1ccc(CNc2ncnc3c2cnn3-c2ccc(C)c(C)c2)cc1	?	-11%	/	-3%	-2%	/	-1%	/
CCCOc1ccc(C(=O)C(CN2CCOCC2)c2ccccc2)cc1 (stereo unspecified)	-1%	-2%	3%	1%	-9%	0%	5%	-3%
COc1ccc(N(C(=O)CNS(=O)(=O)c2ccccc2)C(C(=O)NCc2ccco2)C(C)C)cc1 (stereo unspecified)	1%	-6%	1%	1%	2%	-14%	-1%	-8%
CCCOc1ccc(-c2csc3ncn(Cc4ccc(C(=O)O)cc4)c(=O)c23)cc1	8%	-7%	-2%	1%	-12%	-2%	2%	-6%
COc1ccc(C(=S)N(C)C)cc1OC	-7%	-4%	-1%	0%	6%	3%	2%	?
O=C(Nc1ccc(NC(=O)c2cccs2)cc1)c1ccc2c(c1)OCCO2	-22%	-7%	5%	-7%	/	/	11%	/
CCC(=O)Nc1sc(C(=O)Nc2ccccc2F)c(C)c1C(=O)OC	-5%[2.34 µM]	-5%	4%	0%	-16%	4%	6%	-1%
CCC1CN(S(=O)(=O)c2cc(-c3cc(C)no3)ccc2C)c2cc(Cl)ccc2O1 (stereo unspecified)	-12%	-28%	/	-2%	0%	/	-3%	/
c1cc(C(c2nnnn2C2CCCCC2)N2CCN3CCCC3C2)ccn1 (stereo unspecified)	-1%	-2%	-4%	-1%	-9%	3%	1%	-3%
Cc1ccc(SCCNS(=O)(=O)c2ccc(F)cc2)cc1	3%	-25%	1%	-1%	-4%	29%	-7%	16µM*
Cc1cc(NCc2ccccn2)n2ncc(-c3ccc(Cl)cc3)c2n1	-13%	?	8%	1%	?	18%	-5%	/
Cc1ccc(/C=N/NS(=O)(=O)c2ccccc2)o1	-2%	-4%	-1%	1%	-10%	-1%	-5%	-9%
CC1=C(c2ccc(C)c(C)c2)S(=O)(=O)N=C1N1CCC(C(=O)NCCc2ccco2)CC1	?	0%	/	1%	-17%	/	-2%	/
Nc1nc(SCC(=O)Nc2ccc([N+](=O)[O-])cc2Br)n[nH]1	1%	2%	-3%	0%	-1%	-8%	-2%	?
CC(C)(C)C(=O)NC(=S)Nc1ccccc1F	-6%	-10%	0%	0%	-16%	1%	-5%	?
C[C@@H]1CCC[C@H](C)N1	/	/	1%[29.1 µM]	0%[53 µM]	/	/	2%[53 µM]	12%[20.9 µM]
O=C(CSc1nnc(Cn2nnc(-c3ccccc3)n2)n1-c1ccccc1)Nc1ccccc1	?	-13%	-2%	-2%	6%	-2%	-2%	4.5µM*
COc1cccc(C(=O)NC2CCCC2)c1	6%	6%	1%	1%	-1%	7%	-1%	5%
COc1cccc(NC(=S)N(CCc2nc3cc(C)c(C)cc3[nH]2)Cc2cccnc2)c1	-14%	-22%	12%	3%	2%	0%	1%	-7%
Cc1nnc2ccc(N3CCN(c4ccccn4)CC3)nn12	2%	-4%	10%	-3%	?	/	-12%	-4%
CCOc1ccc2nc3c(cc2c1)CN(CCOC)C(=NC)S3	9%	-2%	25%	-1%	-4%	-15%	-3%	?
COc1ccc2nc(NC(=O)CCN3C(=S)NC(C)(C)CC3C)sc2c1 (stereo unspecified)	1%	-3%	-6%	7%	-2%	2%	-4%	-7%
Cc1ccc(-n2c(SCC(=O)N3CCc4ccccc43)nc3c([nH]c4ccccc43)c2=O)cc1	-3%	1%	/	-20%	5%	/	7%	/
O=C1/C(=C/c2ccncc2)SC(=S)N1Nc1ccccc1	?	?	7%	2%	18µM*	-19%	5%	/
CC1(O)c2ccccc2C(=O)N1CCc1ccccc1F (stereo unspecified)	2%	-3%	1%	-1%	-4%	3%	11%	?
Cc1cccc(C)c1NC(=O)CSc1nnc(CCCCCNC(=O)OC(C)(C)C)o1	-1%	-2%	5%	-1%	-6%	-2%	-8%	8%
CCOc1cc(/C=N\NC(=O)Cn2nnc3ccccc32)ccc1O	4%	-16%	0%	0%	-7%	-13%	-3%	-6%
Cc1c(O)ccc2c(CN(C)Cc3ccccc3)cc(=O)oc12	-6%	-28%	14%	-2%	-10%	0%	7%	/
Cc1ccc(-c2cnn(-c3cccc([N+](=O)[O-])c3)c2N)cc1	0%	-28%	10%	-4%	?	-4%	3%	?
O=C(OCCN=C1NS(=O)(=O)c2ccccc21)C1CC(=O)N(c2ccc(Cl)cc2)C1 (stereo unspecified)	?	-4%	5%	-7%	-10%	-1%	-8%	-2%
CSCCC(NS(=O)(=O)c1ccc(F)cc1)C(=O)NCc1ccc(S(N)(=O)=O)cc1 (stereo unspecified)	-3%	-5%	3%	0%	0%	/	-2%	/
COc1ccc2c(c1)nc(SCC(=O)c1ccc(Br)s1)n2C	-7%	-23%	-1%	-4%	?	-9%	-2%	28µM*
CCCCCCCCNC(=O)c1cnccn1	-2%	-6%	-9%	-1%	-8%	5%	0%	0%

14 structures out of the list, arranged by length of the SMILES, smallest number first.
SMILES	Tau FP inhib	Tau fluor counter	GLA spleen mod	TR SRC2 fluor cs	Tau fibril ThT	L3MBTL1 inh	TRb SRC2 PPI	ALDH1A1 inh
CCCCCCCCNC(=O)c1cnccn1	-2%	-6%	-9%	-1%	-8%	5%	0%	0%
COc1cccc(C(=O)NC2CCCC2)c1	6%	6%	1%	1%	-1%	7%	-1%	5%
CC1(O)c2ccccc2C(=O)N1CCc1ccccc1F (stereo unspecified)	2%	-3%	1%	-1%	-4%	3%	11%	?
Cc1nnc2ccc(N3CCN(c4ccccn4)CC3)nn12	2%	-4%	10%	-3%	?	/	-12%	-4%
CCOc1ccc2nc3c(cc2c1)CN(CCOC)C(=NC)S3	9%	-2%	25%	-1%	-4%	-15%	-3%	?
COc1ccc2c(c1)nc(SCC(=O)c1ccc(Br)s1)n2C	-7%	-23%	-1%	-4%	?	-9%	-2%	28µM*
CCOc1cc(/C=N\NC(=O)Cn2nnc3ccccc32)ccc1O	4%	-16%	0%	0%	-7%	-13%	-3%	-6%
COc1ccc2nc(NC(=O)CCN3C(=S)NC(C)(C)CC3C)sc2c1 (stereo unspecified)	1%	-3%	-6%	7%	-2%	2%	-4%	-7%
Cc1ccc(-c2cnn(-c3cccc([N+](=O)[O-])c3)c2N)cc1	0%	-28%	10%	-4%	?	-4%	3%	?
Cc1cccc(C)c1NC(=O)CSc1nnc(CCCCCNC(=O)OC(C)(C)C)o1	-1%	-2%	5%	-1%	-6%	-2%	-8%	8%
O=C(CSc1nnc(Cn2nnc(-c3ccccc3)n2)n1-c1ccccc1)Nc1ccccc1	?	-13%	-2%	-2%	6%	-2%	-2%	4.5µM*
COc1cccc(NC(=S)N(CCc2nc3cc(C)c(C)cc3[nH]2)Cc2cccnc2)c1	-14%	-22%	12%	3%	2%	0%	1%	-7%
CSCCC(NS(=O)(=O)c1ccc(F)cc1)C(=O)NCc1ccc(S(N)(=O)=O)cc1 (stereo unspecified)	-3%	-5%	3%	0%	0%	/	-2%	/
Cc1ccc(-n2c(SCC(=O)N3CCc4ccccc43)nc3c([nH]c4ccccc43)c2=O)cc1	-3%	1%	/	-20%	5%	/	7%	/

Other records.
SMILES	Tau FP inhib	Tau fluor counter	GLA spleen mod	TR SRC2 fluor cs	Tau fibril ThT	L3MBTL1 inh	TRb SRC2 PPI	ALDH1A1 inh
O=C(c1cnccn1)N1CCN(S(=O)(=O)c2ccc3ccccc3c2)CC1	4%	-4%	0%	1%	-6%	/	0%	-5%
CN1CCN(CCCN(Cc2cccs2)C(=S)Nc2ccc(Cl)cc2)CC1	-2%	-4%	3%	1%	-1%	4%	-2%	?
Cc1cc(C(=O)Cn2nc(C(=O)O)c3ccccc3c2=O)c(C)n1-c1ccc(OC(F)F)cc1	8%	-10%	-5%	6%	-16%	-2%	6%	0%
CCn1c(COc2cccc3ccccc23)nnc1SCC(=O)OC1CCCCC1	-6%	-14%	-2%	3%	?	/	3%	?
